Assay outcomes as filed in PubChem.
TRPC6 act = activates the mouse TRPC6 cation channel | HEK293-TRPC6 membrane potential dye fluorescence; hits give high values | Q61143 | 310,000 compounds, 0.13% hits | B-score at 10 µM;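 active = B-score of the integrated fluorescence ratio above library mean plus 3 SD, and starting fluorescence ratio within library mean plus 5 SD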;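 also: higher score means more depolarization so channel activation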
Target sequence (Q61143 whole entry, looked up): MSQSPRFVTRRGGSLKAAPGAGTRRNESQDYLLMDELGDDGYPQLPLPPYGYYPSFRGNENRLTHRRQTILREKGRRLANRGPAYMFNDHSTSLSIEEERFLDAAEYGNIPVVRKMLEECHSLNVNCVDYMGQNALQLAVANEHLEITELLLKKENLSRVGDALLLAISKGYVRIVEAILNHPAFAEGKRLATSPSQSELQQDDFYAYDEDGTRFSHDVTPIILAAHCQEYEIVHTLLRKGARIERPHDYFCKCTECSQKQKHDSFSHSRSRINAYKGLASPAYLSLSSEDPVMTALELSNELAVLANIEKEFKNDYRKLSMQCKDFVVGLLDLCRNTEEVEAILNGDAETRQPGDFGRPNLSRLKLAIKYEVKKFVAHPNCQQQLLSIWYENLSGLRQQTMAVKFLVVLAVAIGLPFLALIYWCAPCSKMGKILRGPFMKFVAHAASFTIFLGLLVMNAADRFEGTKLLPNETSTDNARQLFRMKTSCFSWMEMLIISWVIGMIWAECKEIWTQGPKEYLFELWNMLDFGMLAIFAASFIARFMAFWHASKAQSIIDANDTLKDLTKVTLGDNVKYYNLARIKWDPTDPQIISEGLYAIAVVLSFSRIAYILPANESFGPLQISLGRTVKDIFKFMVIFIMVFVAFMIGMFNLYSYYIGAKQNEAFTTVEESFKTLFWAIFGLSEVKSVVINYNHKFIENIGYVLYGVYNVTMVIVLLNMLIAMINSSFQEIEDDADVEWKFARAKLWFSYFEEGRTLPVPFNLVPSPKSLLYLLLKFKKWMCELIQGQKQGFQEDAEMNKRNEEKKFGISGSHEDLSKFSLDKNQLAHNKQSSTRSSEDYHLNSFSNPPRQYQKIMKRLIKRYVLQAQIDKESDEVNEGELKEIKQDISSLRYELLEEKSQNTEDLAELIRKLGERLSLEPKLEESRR
HIF act = HIF pathway transcriptional activation | U2OS HRE-luciferase reporter, luminescence; normalized: DMSO 0%, desferrioxamine 100% | activation, % at 7.5 µM (by protocol) | 300,000 compounds, 0.32% hits | AID 1910;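 active = mean activation of at least 10% of the iron chelator positive control signal, with at least half of replicates also reaching 10%; inconclusive = mean and replicate majority disagree about reaching 10%; inactive = mean and most replicates under 10%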
aSyn 5UTR inh = 5' untranslated region of α-synuclein, MLPCN primary screen. AID 1813. 300,000 compounds, 0.82% hits. inhibition, % (tested at 7.5 µM). alpha-synuclein 5'UTR reporter, inhibitor activity; in the data active = inhibition above about 60%; inconclusive = no clear call, values can overlap the other calls;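 also: H4 neuroglioblastoma cells stably carrying SNCA 5'UTR luciferase fusion; 0% = DMSO wells and 100% = positive control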
MrgX1 antagonist = antagonists of human MrgX1 receptor. Q96LB2. MRGX1-HEK293 calcium flux, Fluo-4, BAM8-22 antagonism; hits give low values. B-score at 10 µM. 310,000 compounds, 1.3% hits. AID 588676;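 active = calcium-response B-score plate-corrected more than 3 library SD below zero, starting fluorescence within 5 deviations, no agonist response on first addition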;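 also: peak minus trough fluorescence over baseline after final BAM8-22 challenge near maximal dose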
TRPC4 act = activators of mouse TRPC4 channel; HEK293 TRPC4beta/mu-opioid, Fluo4 calcium fluorescence; hits give high values; AID 2237; 310,000 compounds, 0.49% hits; B-score at 10 µM;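 active = B-score above 5 SD of library B-scores, and initial fluorescence ratio not above library mean plus 5 SD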;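 also: positive B-score marks a calcium rise read as TRPC4 activation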
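System – HEK293 cells stably co-expressing mouse TRPC4beta and mu-opioid receptor · Signal – Fluo4 calcium-sensitive dye fluorescence, kinetic, 1 Hz baseline · Benchmarks – buffer (low) and maximal DAMGO (high) · Read-out – B score of integrated fluorescence ratio per well · Incubation – dye loading 45 min room temperature, 110 s kinetic read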
TRPC4 potent = TRPC4 (mouse) allosteric potentiation; HEK293 TRPC4beta/mu-opioid, DAMGO EC20, Fluo-4 Ca2+ flux; hits give high values; 310,000 compounds, 0.42% hits; B-score at 10 µM; Q9QUQ5;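 active = B-score of calcium response area above 5 SD of library B-scores, with initial fluorescence ratio within 5 SD of library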;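 also: B-score of integrated fluorescence ratio over time as area under calcium response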
TRPC6 inhibitor = mouse TRPC6 channel inhibition; 310,000 compounds, 1.1% hits; AID 2553; B-score at 10 µM; HEK293-TRPC6, membrane potential dye, ACh-evoked depolarization; hits give low values;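 active = B-score under library mean minus 3 SD, initial fluorescence not abnormally high, positive integrated signal ratio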;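 also: B-score derived from integrated fluorescence ratio over the kinetic read; more negative B-score means stronger inhibition of depolarization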
TRPC4 inh = blocks the mouse TRPC4 cation channel | B-score at 10 µM | HEK293 TRPC4beta/mu-opioid, DAMGO-evoked Fluo4 calcium flux; hits give low values | 300,000 compounds, 0.39% hits | Q9QUQ5;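 active = B-score over 3 SD under the library average, no early fluorescence shift, positive overall ratio signal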
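Assay system: TRPC4beta/mu-opioid receptor HEK293 cell line; compound dosing: single concentration per test compound; detection: Fluo4 Ca2+ flux fluorescence; evaluation: per-well B score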
KLF5 inhibitor = inhibitors of KLF5 expression. DLD-1 KLF5 promoter-luciferase reporter, luminescence. 290,000 compounds, 0.23% hits. AID 1700. inhibition, % at 5 µM;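 active = inhibition above a per-plate limit of that plate's mean compound inhibition plus 3 SD, cut at about 60% in these data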;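 also: 0% = DMSO wells and 100% = LY294002 at 200 µM; higher means less KLF5 promoter-driven luciferase light; inactives centre near -14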
SKKanGAS inh = inhibitors of SKKanGAS S. pyogenes growth in kanamycin (SK-promoter or general growth effect); BacTiter-Glo, 6 h; inhibition, % at 7.5 µM; 300,000 compounds, 1.3% hits; AID 1662;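 active = mean replicate score, as percent of positive control median, at least 50; inconclusive = mean below 50 but one replicate at or above 50; inactive = mean and every replicate below 50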;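 also: strain carries kanamycin resistance gene driven by streptokinase promoter and grows in 40 µg/ml kanamycin; loss of luminescence reflects streptokinase promoter inhibition or plain growth inhibition; 0% = median of DMSO wells and 100% = positive control at its reference dose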
IEC-6 tox = counter-screen for KLF5 inhibitors: cytotoxicity in IEC-6 cells; IEC-6 cytotoxicity, luminescence viability; inhibition, % at 5 µM; 290,000 compounds, 0.78% hits; AID 1825; in the data active = inhibition above about 22%;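 also: 0% = plate median of test compound wells and 100% = cytotoxic reference compound wells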
Numbers without * were called inactive; i = inactive; ? = inconclusive; . = not tested or not shown.

SMILES | TRPC6 act | HIF act | aSyn 5UTR inh | MrgX1 antagonist | TRPC4 act | TRPC4 potent | TRPC6 inhibitor | TRPC4 inh | KLF5 inhibitor | SKKanGAS inh | IEC-6 tox
COc1cc(OC)c(S(=O)(=O)Nc2ccccc2N2CCCCC2)cc1NC(C)=O | i | -0.3 | 9.0 | i | i | i | i | i | -25.4 | 1.3 | 4.1
Cc1nc2ccc(Br)cn2c1C(=O)N/N=C\c1ccc(C(C)C)cc1 | i | -1.2 | -8.7 | i | i | i | i | i | 19.1 | 0.5 | 4.6
COc1cccc(/C(O)=C2\C(=O)C(=O)N(c3ccccn3)C2c2cccc(OC)c2OC)c1 (stereo unspecified) | i | 0.3 | -4.6 | i | i | i | i | i | -16.1 | 17.3 | 1.9
Cc1cccc(N2CCN(C(=O)c3cc4c(=O)[nH]c5ccccc5c4n3C)CC2)c1C | i | -0.1 | 16.4 | i | i | i | i | i | -7.8 | 17.3 | 2.9
COc1ccc(S(=O)(=O)N2CCC3(CC2)CC(=O)c2ccccc2O3)cc1 | i | -0.1 | -4.9 | i | i | i | i | i | . | -3.3 | .
CCOc1ccccc1OCC(=O)Nc1nnc(C)s1 | i | -0.2 | -4.7 | i | i | i | i | i | -36.5 | 1.9 | 7.8
O=C1CC(N(CCc2ccccc2)C(=S)Nc2ccccc2)C(=O)N1c1ccccc1 (stereo unspecified) | i | -2.0 | 13.6 | i | i | i | i | i | -3.3 | 20.8 | 1.7
Cc1c(NC(=O)C(=O)/C=C(\O)c2ccc(Cl)cc2)c(=O)n(-c2ccccc2)n1C | i | -0.2 | -9.9 | i | i | i | i | i | -19.1 | 5.7 | -0.9
CCOC(=O)C1=C(C)NC2=C(C(=O)C(C(=O)OC)C(C)C2)C1c1ccc(OC)c(O)c1 (stereo unspecified) | i | -0.2 | 10.0 | i | i | i | i | i | -9.4 | -15.3 | 0.1
O=C(CSc1nnc(NC(=O)c2c(F)cccc2F)s1)NC1CC1 | i | 0.2 | 6.0 | i | i | i | i | i | -20.6 | 0.2 | -7.1
CCOc1cc(C)c(Cl)cc1S(=O)(=O)NCCOC | i | 0.2 | 10.5 | i | i | i | i | i | -15.7 | 1.1 | -0.3
CC(C)N1CCc2c(sc(NC(=O)c3ccc(S(=O)(=O)N(C)CC4CCCO4)cc3)c2C(N)=O)C1 (stereo unspecified) | i | 0.2 | -34.4 | i | i | i | i | i | 12.9 | ? | -10.9
COc1cccc(CN2CCN(Cc3ccc(C)o3)CC2CCO)c1 (stereo unspecified) | i | 0.2 | -2.5 | i | i | i | i | i | -20.1 | -10.2 | -3.3
CCOc1ccccc1N1CC(C(=O)N(C)Cc2cccnc2)CC1=O (stereo unspecified) | i | 0.0 | -4.7 | i | i | i | i | i | 8.6 | 2.3 | 3.1
Cc1c(CCO)c(=O)n(-c2ccccc2)n1S(=O)(=O)c1c(Cl)cc(Cl)cc1Cl | i | -1.2 | -10.4 | i | i | i | i | i | -12.1 | 11.3 | 2.8
C=CCn1c(Cc2nc3ccccc3[nH]2)n[nH]c1=S | i | 0.0 | -21.9 | i | i | i | i | i | -16.1 | 4.8 | -0.6
CCOC(=O)c1sc(=S)n(-c2ccccc2Cl)c1SC | i | -0.4 | 26.8 | i | i | i | -7.74* | i | -25.5 | -1.1 | -6.8
O=C(O)Cc1cn(Cc2ccc(F)cc2)c2ccccc12 | i | 0.5 | 2.1 | i | i | i | i | i | -3.2 | 8.1 | -1.2
CC(C)(C)c1ccc(C(=O)O)c(C(=O)c2ccc(C(=O)O)cc2)c1 | i | -0.1 | -6.1 | i | i | i | i | i | 14.2 | -7.1 | -2.0
N/C(Cc1ccccc1)=N\OC(=O)c1cccc2ccccc12 | i | 0.1 | -24.1 | i | i | i | i | i | -22.5 | 4.3 | -0.4
O=C(CN1C(=O)NC2(CCc3ccccc32)C1=O)c1ccccc1 (stereo unspecified) | i | -0.6 | -5.1 | i | i | i | i | i | -31.3 | 0.5 | -1.8
CCN(CC)CCNc1c2c(c(C#N)c3nc4ccccc4n13)CCCC2 | i | -0.3 | -49.9 | i | i | i | -5.06* | i | -29.6 | -1.2 | 8.2
O=[N+]([O-])c1cccc(/C=N/n2c(C3CCCCC3)n[nH]c2=S)c1 | i | 0.4 | 33.5 | i | i | i | i | i | -0.4 | -4.2 | -3.1
COC(=O)c1ccccc1NC(=O)CSc1nc(C)cc(C)n1 | i | 0.0 | -6.5 | i | i | i | i | i | -27.8 | -13.3 | 0.1
CCOc1ccc(Cl)cc1S(=O)(=O)NC1CCCC1 | i | -0.6 | 0.4 | i | i | i | i | i | -12.8 | -4.2 | 2.2
(further entries)
SMILES | TRPC6 act | HIF act | aSyn 5UTR inh | MrgX1 antagonist | TRPC4 act | TRPC4 potent | TRPC6 inhibitor | TRPC4 inh | KLF5 inhibitor | SKKanGAS inh | IEC-6 tox
c1ccc(N2CCN(CCc3nnc4n3CCCCC4)CC2)cc1 | i | -0.3 | 30.3 | i | i | i | i | i | -10.8 | 8.0 | -8.1
CN(C)CCNC(=O)COc1ccc(C23CC4CC(CC(C4)C2)C3)cc1 | i | -0.2 | -55.2 | i | i | i | i | i | -41.0 | 9.2 | 5.1
COc1cc(Nc2ccc(S(N)(=O)=O)cc2)c([N+](=O)[O-])nc1[N+](=O)[O-] | i | -0.7 | -25.0 | i | i | i | i | i | -7.1 | 3.6 | 1.2
CCc1nonc1NC(=O)c1oc2cc(Br)ccc2c1C | i | 2.8 | -112.8 | i | i | i | i | i | -58.6 | -9.5 | -4.7
Cc1ccc(C)c(OCc2cc(C(=O)N3CC[C@H](O)C3)no2)c1 | i | 2.9 | -126.6 | i | i | i | i | i | -115.7 | 0.5 | 2.5
O=C(N/N=C/c1cccc([N+](=O)[O-])c1)c1ccc2c(c1)OCCO2 | i | 1.6 | -125.9 | i | i | i | i | i | -135.0 | 5.1 | -1.7
CC(=O)c1ccccc1NC(=O)CCCNC(=O)c1ccc(Cl)cc1 | i | -6.2 | 2.9 | i | i | i | i | i | -23.4 | -3.0 | 6.3
COc1ccc(NC(=O)Cn2c(NCC(C)O)nc3ccccc32)cc1Cl (stereo unspecified) | i | 0.0 | 32.5 | i | i | i | i | i | 2.2 | -2.6 | -5.4
Cc1ccc(S(=O)(=O)N2CCN(C(=O)CN3CCc4ccccc4C3)CC2)cc1 | i | -0.1 | -0.4 | i | i | i | i | . | 2.4 | -3.7 | 1.9
CCOC(=O)C1=C(CS(=O)(=O)c2ccc(C)cc2)NC(=O)NC1c1ccc(O)c(OC)c1 (stereo unspecified) | i | -0.7 | 15.2 | i | i | i | i | i | -18.1 | -9.5 | 1.1
O=C(c1ccc2c(c1)N(Cc1ccccc1)C(=O)CS2)N1CCOCC1 | i | -0.5 | 10.1 | i | i | i | i | i | -9.5 | -1.4 | -3.9
CC(C)(C)c1ccc(OC(=O)N2CCOCC2)cc1 | i | 2.2 | -110.7 | i | i | i | i | i | -97.5 | -2.6 | -3.3
Cc1cc(NC(=O)CCC(=O)N(CCC(C)C)C(C(=O)NCC2CCCO2)c2ccccc2C)no1 (stereo unspecified) | i | -0.1 | 1.6 | i | i | i | i | i | -0.5 | 6.8 | -3.7
COc1ccc(NC(=S)NC(=O)/C=C/c2ccc(F)cc2)cc1 | i | 1.6 | -31.5 | i | i | i | i | i | 7.3 | 2.4 | 4.9
O=[N+]([O-])c1ccccc1/C=N\N1CCN(c2ccccc2)CC1 | i | 5.7 | -200.6 | i | i | i | i | i | -35.6 | . | -6.7
Cc1cc(C)c(S(=O)(=O)N2CCCOC2CNC(=O)C(=O)NCc2cccs2)c(C)c1 (stereo unspecified) | i | -0.9 | 44.4 | i | i | i | i | i | -25.1 | -11.1 | -1.6
CC(C)(C)CC(=O)Nc1cc(S(=O)(=O)N2CCCCCC2)ccc1Cl | i | 0.0 | 34.5 | i | i | i | i | i | -9.2 | 3.4 | -4.2
COc1ccc(-c2csc(NC(=O)CCn3cnc4ccccc4c3=O)n2)cc1OC | i | 0.0 | 10.9 | i | i | i | i | i | -43.8 | 4.9 | -2.0
NC(=O)CC(NC(=O)c1ccccc1)c1ccc(N2CCCCCC2)c([N+](=O)[O-])c1 (stereo unspecified) | i | -0.4 | -11.4 | i | i | i | i | i | -20.1 | 10.3 | 0.0
O=C(c1ccc(F)cc1)N1CCCCC(S(=O)(=O)c2ccccc2)C1=O (stereo unspecified) | i | -0.3 | -3.6 | i | i | i | i | i | -17.8 | -2.5 | 3.4
O=C(Cc1ncc(C(F)(F)F)cc1Cl)Nc1cccc(Br)c1 | i | -0.3 | -12.9 | i | i | i | i | i | 18.6 | 5.0 | 4.4
COC(=O)c1cccc(NC(=O)CSc2nnc(COc3cccc(C)c3)n2C)c1 | i | -0.2 | -0.5 | i | i | i | i | i | -17.4 | -3.5 | -3.6
Cc1ccc(NC(=O)CC(=O)c2ccc([N+](=O)[O-])cc2)cc1S(=O)(=O)Nc1cccc(Cl)c1 | i | 0.0 | -3.3 | i | i | i | i | i | -11.4 | 15.4 | -0.2
CC(=O)Nc1ccc(/C=N/Nc2nc3ccccc3[nH]2)cc1 | i | 1.7 | -101.2 | i | i | i | i | i | -6.1 | -15.1 | -1.9
CCOc1ccc(N(CC(=O)Nc2cc(C)cc(C)c2)S(C)(=O)=O)cc1 | i | 1.7 | -87.6 | i | i | i | i | i | -66.3 | 2.1 | -0.3
CN1CCN(C(=S)c2ccc(-c3cccc(Cl)c3Cl)o2)CC1 | i | 4.3 | -113.3 | i | i | i | i | i | -89.3 | -12.6 | 4.1
CCOC(=O)C1=C(C)NC2=C(C(=O)CC(C)(C)C2)C1c1ccc(N(C)C)cc1 (stereo unspecified) | i | -0.1 | 5.6 | i | i | i | i | i | -24.4 | 5.0 | -2.6
CCN(CC(=O)Nc1ccc(NC(C)=O)cc1)C(=O)/C=C/c1c(C)nn(-c2ccc(F)cc2)c1C | i | 1.1 | 3.7 | i | i | i | i | i | -2.2 | 31.5 | 3.3
COc1ccc(Br)cc1/C=N/NC(=O)CN1CCCCC1 | i | -29.3 | 11.7 | i | i | i | i | i | 3.8 | 2.6 | -0.9
